Screening data deposited in PubChem by Broad Institute.
ERAP1 inh = human ERAP1 aminopeptidase inhibitors, primary screen, biochemical, single point, plate reader. Endoplasmic reticulum aminopeptidase 1 (Homo sapiens), Q9NZ08. recombinant ERAP1, Leu-AMC fluorescence, 60 min. inhibition, % at 10.7 µM. hit rate 0.15% among 340,000. AID 652197, 2013;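 active means mean replicate inhibition of at least 30%, or all replicates individually reaching that 30% level; inactive means mean below 30% and not every replicate reaching it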;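 further: 0% = neutral control wells and 100% = L-leucinethiol positive control wells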
esBAF inh = Bmi1 luciferase reporter increase in mESCs, primary screen, esBAF inhibitor project, mouse ES cells, Bmi1 luciferase knock-in, single point; 24 h; 100% = twice the neutral-well signal; reporter increase, % at 12.5 µM; hit rate 2% among 350,000; in the data active means activation above about 40%; inconclusive means no clear call, values can overlap the other calls;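 further: 0% = median of the plate's neutral control wells and 100% = double that signal; a rise in the Bmi1 reporter signal indicates esBAF inhibition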
RAD54 branch = inhibitors of human RAD54 branch migration, primary screen, biochemical, fluorescence, single point. DNA repair and recombination protein RAD54-like (Homo sapiens), Q92698. RAD54 Holliday junction branch migration, FAM/BHQ fluorescence. AID 602329, 2012. inhibition, % at 10.4 µM. hit rate 0.14% among 360,000;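 active means mean normalized replicate activity at least 40 and at least half of replicates scoring 40 or more; inconclusive means only one of the two criteria met; inactive means mean below 40 and under half of replicates reaching 40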;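 further: 0% = median of neutral control wells and 100% = median of positive control wells; inhibitors cause a drop in the FAM fluorescence signal; in these data hits start at about 50%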
S100A4 inh HTS = inhibitors of S100A4-myosin IIA peptide binding, primary screen, biochemical, fluorescence polarization, TAMRA-MyoIIA peptide; Protein S100-A4 (Homo sapiens), P26447; inhibition, % at 10.7 µM; hit rate 0.14% among 360,000; AID 652163, 2013;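 active means mean inhibition of at least 70% across replicates, with every replicate also reaching that level; inconclusive means mean inhibition reaches 70% but some replicates fall short; inactive means mean inhibition below 70%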
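assay system = human S100A4 monomer with TAMRA-labelled myosin IIA peptide | also added = labelled myosin peptide probe, 5 nM | incubation = 5 min between mix addition and reading | control set = DMSO and TFP controls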
E-selectin induc = E-selectin induction in HUVECs, primary screen, imaging, HUVEC, immunofluorescence imaging, single point; normalized: neutral wells 0, TNF-alpha wells 100; AID 686992, 2013; P16581; hit rate 0.37% among 260,000; activation, % at 7.58 µM;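 active means mean E-selectin-positive cell signal at least 10% of the positive control, reached in at least 60% of replicates, without over 20% cell loss; inconclusive means no rule given, readout overlaps actives, possibly toxicity-flagged; inactive means the rest, including those meeting only one limit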;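 further: in these data hits start at about 27%; measured in HUVEC primary endothelial cells; signal is the percent of cells scored E-selectin positive by PE staining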
Target sequence (P16581 whole entry, looked up): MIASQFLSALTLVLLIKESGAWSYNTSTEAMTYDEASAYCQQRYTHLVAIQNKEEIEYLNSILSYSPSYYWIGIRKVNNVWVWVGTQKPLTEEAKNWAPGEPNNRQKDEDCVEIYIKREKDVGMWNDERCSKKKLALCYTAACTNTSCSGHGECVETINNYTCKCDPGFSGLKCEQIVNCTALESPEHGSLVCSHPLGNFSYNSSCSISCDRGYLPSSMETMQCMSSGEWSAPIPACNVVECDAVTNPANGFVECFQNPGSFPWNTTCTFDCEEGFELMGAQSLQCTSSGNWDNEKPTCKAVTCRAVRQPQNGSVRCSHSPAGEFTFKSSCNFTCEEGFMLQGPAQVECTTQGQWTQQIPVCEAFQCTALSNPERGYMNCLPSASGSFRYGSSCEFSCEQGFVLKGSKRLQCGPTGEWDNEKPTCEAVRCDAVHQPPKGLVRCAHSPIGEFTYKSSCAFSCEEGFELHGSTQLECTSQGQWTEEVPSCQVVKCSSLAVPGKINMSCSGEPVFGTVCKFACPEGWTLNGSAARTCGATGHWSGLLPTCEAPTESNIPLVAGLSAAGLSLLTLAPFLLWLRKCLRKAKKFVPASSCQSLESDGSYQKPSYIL
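Test system – human umbilical vein endothelial cells (HUVEC), E-selectin induction · Input – 3,000 HUVEC seeded per well · Buffer or medium – EGM-2, gelatin · Compound dosing – single-point compound dose · Detection – immunofluorescence imaging · Measure – percent E-selectin-positive cells · Controls – TNF-alpha high, DMSO low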
ERp5 inh = inhibitors of ERp5-driven insulin aggregation, primary screen, biochemical, turbidity, absorbance 650 nm, single point. Protein disulfide-isomerase A6 (Homo sapiens), Q15084. hit rate 0.05% among 350,000. inhibition, % at 9.99 µM. 90 min;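 active means mean replicate inhibition above about 25%, with every replicate also reaching it, limit read from the data, passing the limit was not always enough; inconclusive means only one of those two criteria met; inactive means neither criterion met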
RAD52 anneal inh = RAD52 DNA annealing inhibitors, primary screen, biochemical, FRET, single point, set 2; DNA repair protein RAD52 homolog (Homo sapiens), P43351; recombinant RAD52 DNA annealing, FRET fluorescence; inhibition, % at 18.7 µM; hit rate 0.46% among 360,000; AID 651710, 2012;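 active means every replicate showing at least 50% inhibition; inconclusive means mean inhibition at least 50% but not in every replicate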
Target sequence (P43351 whole entry, looked up): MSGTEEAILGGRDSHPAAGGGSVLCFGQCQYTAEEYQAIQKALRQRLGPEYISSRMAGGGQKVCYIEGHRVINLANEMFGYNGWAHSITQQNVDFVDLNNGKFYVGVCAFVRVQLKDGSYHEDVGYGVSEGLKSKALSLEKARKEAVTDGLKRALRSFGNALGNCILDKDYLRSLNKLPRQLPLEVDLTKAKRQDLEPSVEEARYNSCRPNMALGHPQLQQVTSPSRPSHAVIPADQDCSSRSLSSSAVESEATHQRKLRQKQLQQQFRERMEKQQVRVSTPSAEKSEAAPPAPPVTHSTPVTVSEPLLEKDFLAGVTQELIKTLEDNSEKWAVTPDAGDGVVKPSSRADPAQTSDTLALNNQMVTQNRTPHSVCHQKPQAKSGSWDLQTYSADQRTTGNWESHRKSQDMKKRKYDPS
Xi reactivation = activators of inactive X chromosome reactivation, primary screen, imaging, XiGFP fibroblasts, GFP high-content imaging, set 2. XiGFP mouse fibroblasts, % GFP-positive cells imaging, 3 d; cells co-treated with 5-aza-dC sensitizer; scaled so ellipticine positive control = 100%. activation, % at 7.58 µM. hit rate 0.055% among 360,000. AID 743238, 2013;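 active means mean normalized replicate activation at least 10% and every replicate at or above 10%; inconclusive means only one of the two criteria met; inactive means mean below 10% and not all replicates reach 10%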;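 further: 0% = median of on-plate neutral control wells and 100% = ellipticine 6 µM median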
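System: 68-5-11 XiGFP fibroblast line; Timing: 3 days compound exposure; Compound dosing: one concentration, pinned; Benchmarks: positive control ellipticine, 6 µM final; Buffer or medium: DMEM containing 5-aza-dC.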
Active calls of the source: *; u = inconclusive; x = not tested or not shown.

Molecule | RAD54 branch | E-selectin induc | esBAF inh | RAD52 anneal inh | ERp5 inh | S100A4 inh HTS | ERAP1 inh | Xi reactivation
CCOC1=C2[C@H](c3ccc(CC)cc3)N(S(=O)(=O)c3ccc(C)cc3)C[C@H]2C(C#N)(C#N)C(C#N)(C#N)C1 | 2 | x | -15 | -15 | 2 | -2 | x | 0.0
CC=Cc1ccc2n(c1=O)C[C@H]1[C@H](CO)[C@@H](C(=O)NCC3CC3)N(Cc3nccs3)[C@@H]21 (mixture of isomers) | 16 | 0.4 | -6 | -28 | -3 | 2 | 5 | 0.2
COc1cccc(S(=O)(=O)N(C)C[C@@H]2Oc3cc(C4=CCCCC4)ccc3S(=O)(=O)N([C@@H](C)CO)C[C@@H]2C)c1 | -1 | 0.2 | 4 | -18 | -9 | 2 | x | -0.5
Cc1cc(C(c2ccc(O)cc2)c2cc(C)c(O)cc2C)c(C)cc1O | 4 | x | 1 | -5 | 1 | 3 | 0 | 0.0
Cc1ccc2c(c1)sc(-c1ccc(N(C)C)cc1)[n+]2C | 36 | 0.0 | -9 | 20 | 2 | 0 | 9 | 0.2
Cc1nn(C)cc1C(C(=O)NC1CCCCC1)N(C(=O)c1cnccn1)c1ccc(Oc2ccccc2)cc1 (configuration not stated) | x | 0.1 | x | -5 | 17 | 2 | -1 | 1.0
O=C(C[C@@H]1C[C@H]2c3cc(NC(=O)Nc4ccccc4F)ccc3O[C@H]2[C@H](CO)O1)NCc1ccccn1 | 12 | 1.6 | -1 | -14 | 4 | -38 | -1 | 0.1
CNC(=O)C[C@H]1CC[C@H]2[C@@H](COc3ccc(NC(=O)c4cnccn4)cc3C(=O)N2C)O1 | -12 | -0.2 | 6 | x | x | x | x | 0.3
C[C@@H]1CN([C@H](C)CO)C(=O)Cc2cc(NC(=O)C3CC3)ccc2O[C@H]1CN(C)C(=O)Nc1ccc2c(c1)OCO2 | 1 | 0.8 | 5 | 7 | -4 | -10 | -2 | -1.0
O=C(C[C@@H]1CC[C@H](NC(=O)C2CC2)[C@H](CO)O1)Nc1ccccc1 | 2 | -0.3 | -2 | -6 | 0 | -8 | -1 | 0.5
Clc1ccc(Cn2nnc(-c3ccccc3)n2)cc1 | -6 | x | 47* | -5 | 1 | -4 | 2 | x
CCc1nc(C)cn1S(=O)(=O)c1cc(F)ccc1OC | x | x | -3 | -16 | 1 | -4 | 4 | 0.1
Cc1ccc(CN2CCN(/N=C/c3ccc(C(=O)O)cc3)CC2)c(C)c1 | x | x | x | -16 | 0 | 1 | 0 | 0.0
CC(=O)N1CC2(C1)[C@H](c1ccc(-c3ccc(F)cc3)cc1)[C@@H](CO)N2C(C)=O | x | -0.2 | x | -10 | -2 | 0 | 1 | 0.3
C/C(N)=C(/C#N)C(=O)COC(=O)C1CCN(C(=O)c2ccc(Cl)cc2)CC1 | x | x | x | -19 | 2 | -1 | 1 | 0.0
COC(=O)C1CCN(C(=O)COC(=O)c2ccc3[nH]c4c(c3c2)CCCC4)CC1 | -8 | 1.5 | 8 | 1 | -1 | -4 | -4 | 0.0
Cc1cc(C)cc(C(O)c2ncc(-c3ccccc3)[nH]2)c1 (configuration not stated) | 1 | 0.4 | 0 | -3 | 8 | -2 | 10 | 0.0
CCCN1C[C@@H](C)[C@H](OC)CN(C)C(=O)c2cc(NC(=O)C3CC3)ccc2OC[C@H]1C | 10 | -0.1 | 5 | 2 | 2 | 5 | 1 | 3.6
C[C@@H]1CN([C@H](C)CO)C(=O)c2cc(NS(=O)(=O)c3ccc(F)cc3)ccc2O[C@@H]1CN(C)Cc1ccncc1 | -4 | -3.0 | 4 | 5 | 1 | 10 | 2 | 0.0
O=C1NC(c2ccccc2)N=C2Oc3ccccc3C=C12 (configuration not stated) | x | 0.9 | x | -27 | 2 | -16 | -3 | 0.1
CCOc1ccc(NC(=O)c2ccccn2)cc1 | x | 0.7 | x | -21 | 0 | 3 | -2 | 0.1
C[C@H]1CN([C@@H](C)CO)C(=O)Cc2cc(NC(=O)C3CC3)ccc2O[C@H]1CN(C)CC1CCCCC1 | 8 | -0.3 | -1 | -5 | -1 | 12 | 3 | -1.1
COc1ccc(S(=O)(=O)N2CCOC2CNC(=O)C(=O)NCc2ccccn2)cc1OC (configuration not stated) | -9 | 0.0 | 2 | 27 | -6 | -2 | 0 | -0.1
Cc1cc2c(cc1S(=O)(=O)N1CCN(c3ccccc3)CC1)OCC(=O)N2 | -6 | 0.0 | -1 | -11 | -5 | 2 | 8 | 0.2
O=C(CNC(=O)c1ccc2c(c1)OCCO2)N/N=C/c1cccc(Br)c1 | x | -0.1 | -8 | 1 | 4 | -3 | -1 | 0.1
O=C(NCCCNCCCNC(=O)c1ccc(/C=N/O)nc1)c1ccc(/C=N/O)nc1 | -3 | 14 | x | -3 | 0 | -5 | 3 | 0.2
COc1ccc(CCNC(=O)COC(=O)C2COc3ccccc3O2)cc1 (configuration not stated) | -3 | -1.2 | 8 | -7 | -3 | -3 | 2 | 0.4
O=C(c1ccc(Br)cc1)c1sc(N2CCOCC2)nc1-c1ccccc1 | x | 0.4 | x | -3 | 2 | 3 | 3 | 0.0
COc1ccc(S(=O)(=O)N2CCOCC2)cc1C(=O)N1CCCCC1 | 16 | x | 2 | -3 | 1 | -12 | -1 | 0.0
Cc1ccc(-c2n[nH]c(=O)c3ccccc23)c(C)c1 | 7 | x | 3 | -25 | 2 | -1 | 1 | 0.0
CN1CCN(c2cccc3c2S(=O)(=O)N[C@H](Cc2ccccc2)CO3)CC1 | x | 4.5 | x | 7 | 2 | -3 | x | 0.0
COc1ccc2cc(C(=O)Nc3ccc(S(N)(=O)=O)cc3)sc(=O)c2c1OC | 12 | x | -7 | -14 | 0 | 4 | 2 | 0.0
Cc1nc(/C(N)=N/OC(=O)Cc2ccccc2)no1 | x | x | x | 2 | -1 | 2 | 0 | 0.2
COc1ccc(S(=O)(=O)Nc2ccc3c(c2)C(=O)N([C@H](C)CO)C[C@H](C)[C@H](CN(C)C(=O)CCC(F)(F)F)OCCCC[C@H](C)O3)cc1 | 2 | 0.1 | 7 | 0 | 0 | -40 | 1 | 0.0
Cc1ccc(C)c(C(=O)Nc2c(C(N)=O)oc3ccccc23)c1 | 0 | 0.6 | 4 | -11 | 2 | -3 | 2 | -0.2
COc1ccc(OCCNS(=O)(=O)Cc2ccccc2)cc1 | 0 | -0.2 | -2 | -23 | 3 | -2 | -3 | 0.2
Cc1ccc(Cn2cccc2/C=N/NC(=S)Nc2ccc(C)cc2)cc1 | 12 | 1.2 | 3 | -35 | 1 | -20 | -2 | 0.0
Nc1nc(-c2ccccc2)c(C(=O)Nc2ccccc2)s1 | x | x | x | -8 | 1 | 6 | 3 | 0.0
C[C@H](CO)N1C[C@H](C)[C@H](CN(C)C(=O)Cc2cccnc2)Oc2ncc(C#CC3(O)CCCC3)cc2C1=O | -3 | -0.1 | -2 | -1 | -1 | 2 | 0 | -1.1
Cc1nn(C(C)C(=O)NCCc2ccccc2)c(=O)c2cc3occc3n12 (configuration not stated) | 1 | x | 0 | -10 | 4 | -2 | -3 | 0.0
C[C@@H]1CN([C@@H](C)CO)C(=O)Cc2cc(NC(=O)Cc3ccccc3)ccc2O[C@@H]1CN(C)Cc1ccc(C(F)(F)F)cc1 | -3 | 0.2 | -1 | 8 | -1 | -2 | 2 | -1.3
Cc1ccc(-n2[nH]c(C)c(C=Nc3ccc4[nH]c(=O)[nH]c4c3)c2=O)cc1 | x | -0.9 | x | -9 | -3 | -1 | -1 | 0.0
COc1ccc(CNS(=O)(=O)c2cc(Br)ccc2Br)c(OC)c1 | x | -0.1 | x | 11 | 2 | -1 | -1 | -0.1
NC(=O)CN1C(=O)C(=O)N(Cc2cccc(Cl)c2)C1=O | -9 | x | 2 | -12 | 2 | -3 | 2 | 0.0
COc1ccccc1NC(=O)N(C)C[C@H]1OCc2ccccc2-c2ccccc2C(=O)N([C@@H](C)CO)C[C@@H]1C | 1 | -0.3 | -6 | 6 | 1 | 8 | 2 | 0.3
CCOc1ccc(NC2CCCCC2NS(=O)(=O)c2ccccc2)cc1 (configuration not stated) | x | x | -11 | -4 | -1 | -1 | 4 | 0.4
Cn1cnc([N+](=O)[O-])c1N=C(N)N | 12 | x | -4 | -6 | 0 | 4 | 2 | 0.3
CN1CCN(C(=O)C[C@H]2CC[C@@H]3[C@H](COc4ccc(NC(=O)C5CC5)cc4C(=O)N3C)O2)CC1 | -15 | 0.0 | 1 | -8 | -6 | 9 | -1 | 0.3
CCc1nc(Nc2ccc(NC(C)=O)cc2)c2oc3ccccc3c2n1 | 1 | 0.0 | 9 | -7 | 4 | -2 | 0 | 0.1
CC(C)CCNC1=CC(=O)CC(c2ccccc2)C1 (configuration not stated) | -5 | x | -1 | -4 | 6 | -3 | 3 | 0.0
O=C(Nc1ccc(OC(F)(F)F)cc1)c1cnccn1 | -5 | -0.1 | 25 | -10 | 0 | 1 | -1 | 0.2
CN1CCN(C(=O)C[C@H]2C[C@H]3c4cc(NC(=O)Cc5ccncc5)ccc4O[C@H]3[C@H](CO)O2)CC1 | -5 | 0.0 | 0 | -8 | -10 | 4 | 1 | 0.0
Cc1ccc(N=C2NC(=O)/C(=C\c3ccc(C)s3)S2)cc1 | x | x | x | -249 | 4 | 32 | 2 | 0.0
CO[C@@H]1CN(C)C(=O)c2ccc(NC(=O)Nc3ccccc3F)cc2OC[C@H](C)N(C)C[C@@H]1C | -7 | 0.1 | -1 | -4 | 21 | u | -2 | 0.1
Cc1c(C(=O)O)sc2nc(SCC(=O)Nc3ccc(S(=O)(=O)NC(C)(C)C)cc3)[nH]c(=O)c12 | x | 4.8 | x | -20 | -1 | 13 | -12 | 0.0
COc1ccc(S(=O)(=O)N2CCC(C(=O)NCCOc3ccccc3F)CC2)cc1OC | -5 | -1.8 | 11 | -17 | -1 | -4 | 2 | 0.0

Going on with the list.
Molecule | RAD54 branch | E-selectin induc | esBAF inh | RAD52 anneal inh | ERp5 inh | S100A4 inh HTS | ERAP1 inh | Xi reactivation
Cc1cccc(C)c1NC(=O)N1CCCCCCC1 | x | -0.1 | x | -14 | 1 | -5 | -4 | 0.0
Cn1c(=O)[nH]c(=O)c2c1nc(Br)n2CCSc1nnnn1-c1ccccc1 | x | x | x | 8 | 1 | 3 | -3 | x
CCCCCCCCN1C(=O)[C@H](CC(=O)NCCCN2CCCC2=O)C[C@@]2(C(=O)OC)CCCCC=C12 | x | x | x | -8 | -7 | -1 | 0 | 0.1
CCN(CCn1cccn1)C(=O)CC1C(=O)NCCN1Cc1ccc(OC)c(OC)c1 (configuration not stated) | 4 | x | -3 | -9 | 5 | -2 | 1 | 0.0
